Source: PubChem
EPAC2 agonist – EPAC2 (human) agonism | AID 720711 | EPAC2 activation, biochemical qHTS; response scale: 100% = 6.5 mM cAMP response | Q8WZA2 | actives 0.079% (n = 360,000) | Potency, µM (titrated, usually from 154 µM), for inactives: at the highest dose activation, hits mostly activators; also: potency is read from the fitted curve at half-maximal effect; nearly all actives have a fitted effect of over 50% in size
Target sequence (Q8WZA2 whole entry, looked up): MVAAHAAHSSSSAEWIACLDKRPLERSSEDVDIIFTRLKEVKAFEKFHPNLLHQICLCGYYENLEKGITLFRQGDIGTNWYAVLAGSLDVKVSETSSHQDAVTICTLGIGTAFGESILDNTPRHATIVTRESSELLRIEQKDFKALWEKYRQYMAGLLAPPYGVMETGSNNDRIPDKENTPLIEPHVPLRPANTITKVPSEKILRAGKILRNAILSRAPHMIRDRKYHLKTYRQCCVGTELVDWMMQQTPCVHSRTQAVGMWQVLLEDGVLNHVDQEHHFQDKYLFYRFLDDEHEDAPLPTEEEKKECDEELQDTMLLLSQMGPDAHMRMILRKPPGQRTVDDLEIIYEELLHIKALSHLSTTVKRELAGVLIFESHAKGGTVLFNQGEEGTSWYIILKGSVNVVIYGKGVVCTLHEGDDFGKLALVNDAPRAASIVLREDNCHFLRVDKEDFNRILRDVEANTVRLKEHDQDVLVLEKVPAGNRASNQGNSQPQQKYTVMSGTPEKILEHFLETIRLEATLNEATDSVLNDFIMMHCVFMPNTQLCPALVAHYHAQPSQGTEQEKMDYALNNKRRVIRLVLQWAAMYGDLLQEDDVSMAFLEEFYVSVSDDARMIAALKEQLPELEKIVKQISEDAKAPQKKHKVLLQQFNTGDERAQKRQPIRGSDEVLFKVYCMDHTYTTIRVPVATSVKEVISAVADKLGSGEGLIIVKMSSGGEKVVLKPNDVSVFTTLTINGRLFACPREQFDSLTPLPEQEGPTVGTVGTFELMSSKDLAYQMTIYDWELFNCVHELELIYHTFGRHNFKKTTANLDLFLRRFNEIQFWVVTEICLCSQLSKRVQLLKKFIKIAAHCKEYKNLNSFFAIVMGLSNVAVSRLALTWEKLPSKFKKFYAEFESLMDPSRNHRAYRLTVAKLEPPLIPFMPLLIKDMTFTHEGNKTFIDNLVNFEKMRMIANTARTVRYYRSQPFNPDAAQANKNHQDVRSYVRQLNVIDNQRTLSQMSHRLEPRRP
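In this primary screen, activation is scored as increased exchange of BODIPY-GDP from Rap1B by 100 nM EPAC2, with 50 uM GDP as competitor. Signal is normalized to the 6.5 mM cAMP agonist control.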
EPAC2 antagonist – blocks human EPAC2 exchange factor; Q8WZA2; EPAC2 GEF exchange of Rap1B-BODIPY-GDP, fluorescence; Potency, µM (top dose mostly 114 µM), for inactives: at the top dose activity, negative = inhibition, usual class: inhibitors; actives 0.18% (n = 360,000); AID 720708; also: potency is read from the fitted curve at half-maximal effect; % is scaled to controls: 0 for no effect and ±100 for the full control effect; nearly all actives have a fitted effect of over 45% in size; many of its hits are not listed in these tables
Nrf2 activator – activators of Nrf2 (ARE) signaling; AREc32 ARE-luciferase reporter (MCF7-derived line), luminescence, 24 h; Potency, µM (doses to about 46.1 µM), inactives show at the top dose activation, usual class: activators; actives 0.31% (n = 410,000); also: potency is read from the fitted curve at half-maximal effect; % of control where 0% means no effect; nearly all actives have a fitted effect of over 65% in size
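Quantitative high-throughput format: AREc32 reporter cells, 1000 per well, received compound by pin transfer and were incubated 24 hr at 37 deg C, 5% CO2, before Steady-Glo luminescence detection.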
TGFb SMAD3 inh – inhibitors of TGF-b signaling; HepG2 CAGA-GFP TGF-b/SMAD3 reporter, GFP fluorescence, 18 h; TGF-beta stimulated, 500 pg/mL final; Potency, µM (series often up to 46.1 µM), without a hit: at the highest dose activity, negative = inhibition, hits mostly inhibitors; actives 1.2% (n = 410,000); also: potency is read from the fitted curve at half-maximal effect; % is scaled to controls: 0 for no effect and ±100 for the full control effect; nearly all actives have a fitted effect of over 65% in size
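Cell-based qHTS in HEPG2 carrying a CAGA-GFP Smad reporter; compounds added before 500 pg/mL final TGF-beta, 18 h incubation at 37 degrees C, GFP fluorescence quantified per cell by imaging cytometry.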
Akt phos inh – Akt phosphorylation inhibition | actives 0.32% (n = 360,000) | AID 651550 | activity change, % for hits at 50 µM | Neuro2A IGF-stimulated pAkt S473 HTRF, 20 min; stronger effect = lower value; in the data active = activity change below about -80%; inconclusive = mostly about -51% to -80%; also: % is scaled to controls: 0 for no effect and ±100 for the full control effect
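Neuro2A cells in DMEM with 0.5% FBS, overnight at 37 deg C, given compound at single 50 µM final, then IGF (6 nM final) for 20 min at 37 deg C. Lysed; phospho-Akt Ser473 by HTRF after 24 h, 665/615 ratio.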
Nrf2 inh – blocks Nrf2 signaling. A549 ARE-Fluc reporter, luciferase luminescence, 18-24 h. Potency, µM (highest dose often 46 µM), for inactives: top-dose activity change, negative = inhibition, most hits filed as inhibitors. actives 2.1% (n = 360,000); also: potency is read from the fitted curve at half-maximal effect; % is scaled to controls: 0 for no effect and ±100 for the full control effect; nearly all actives have a fitted effect of over 60% in size
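Quantitative HTS in A549 cells stably bearing an antioxidant response element-firefly luciferase construct. Inhibition of Nrf2-driven transcription was scored by luminescence after 18-24 h of compound exposure at 37 °C.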
A549 tox – counter-screen for Nrf2 inhibitors: cytotoxicity in A549 cells; A549 ARE-Fluc cells, CellTiter-Fluor viability, 18-24 h; Potency, µM (doses to about 46 µM), for the others: at the top dose activity change, negative = cytotoxicity, actives largely listed as inhibitors; actives 0.16% (n = 390,000); AID 504648; also: potency is read from the fitted curve at half-maximal effect; % is scaled to controls: 0 for no effect and ±100 for the full control effect
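A549 ARE_Fluc cells in 5% FBS OPTI-MEM were exposed to compounds in concentration-response for 18-24 h at 37 deg C. Viability was read by CellTiter-Fluor fluorescence (Ex 405/Em 525) after 30 min, before the luciferase read.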
CCT modulator – cytosolic chaperonin activity modulation; AID 651819; purified chaperonin ATPase assay, HTRF ADP detection, 30 min; actives 0.3% (n = 360,000); activity change, % (test concentration not listed), hits read low; in the data active = activity change below about -30%; also: % is scaled to controls: 0 for no effect and ±100 for the full control effect
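Enzyme 40 or 20 nM (batch-dependent) in Tris pH 7.4/KCl/MgCl2/DTT; cpd 76 uM single point; ATP 10 uM; 30 min 37 °C; Transcreener ADP HTRF detection, 30 min RT; ratio 665/615.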
MmCpn inh – inhibitors of Methanococcus maripaludis chaperonin (MmCpn); purified Mm-Cpn ATPase, ADP Transcreener TR-FRET; Potency, µM (series often up to 76.9 µM), without a hit: top-dose activity, negative = inhibition, most hits filed as inhibitors; actives 0.031% (n = 330,000); also: potency is read from the fitted curve at half-maximal effect; % is scaled to controls: 0 for no effect and ±100 for the full control effect; nearly all actives have a fitted effect of over 80% in size
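Compound-treated chaperonin, 25 nM final, turns over 10 uM ATP at 37°C for 30 min following a 10 min preincubation; ADP generated competes with ADP-d2 for Eu-cryptate antibody, lowering FRET.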
* hit, by the source's call; i = inactive; ? = inconclusive; · = not tested or not shown; & = joins results of further samples; [ ] = remark or other dose. Unless noted, calls follow the shape of the dose curve; as a rule, active = well fitted curve in the direction sought with a large enough effect; inconclusive = small, poorly fitted or top-dose-only effect, or another doubt; inactive = no such curve, though single readings can be large; an effect the other way counts as inactive or inconclusive.

1	CC(O)(c1cccc(F)c1)c1nc(-c2cc3ccccc3o2)cs1 (configuration not stated)
2	CCn1c2ccccc2c2nnc(SCC(=O)NC3CCS(=O)(=O)C3)nc21 (configuration not stated)
3	COc1cc(NC(=O)c2nnn(CC(=O)Nc3ccccc3)c2N)cc(OC)c1
4	COc1cc(OC)cc(C(=O)O/N=C(\N)c2ccccn2)c1
5	Cc1ccc(C(C)C)c(OCC(=O)N/N=C/c2ccc(S(=O)(=O)O)o2)c1
6	COC(=O)c1ccc(C)c(NC(=O)c2nn(C)c(=O)c3ccccc23)c1
7	CCc1ccc(NC(=O)C2CCN(c3cc(C)nc4c(-c5ccc(Cl)cc5)c(C)nn34)CC2)cc1
8	C/C(=N\NC(=O)Cn1nc(C)c([N+](=O)[O-])c1C)c1ccc(O)cc1
screen / no.	1	2	3	4	5	6	7	8
EPAC2 agonist	10%	-3%	·	9%	4%	1%	·	1%
EPAC2 antagonist	4%	2%	·	9%	-17%	5%	·	-9%
Nrf2 activator	0.3%	1.3%[9.22 µM]	12%	10%	-0.6%	0.0%	-0.4%	3.5%
TGFb SMAD3 inh	?	5%	-22%	3%	33%[activator]	-17%	-4%	-4%
Akt phos inh	i	i	·	i	i	i	·	i
Nrf2 inh	·	-17%	-1%	?	-25%	·	2%	-4%
A549 tox	·	1%	-11%	-19%	1%	0%	1%	12%
CCT modulator	-1.1	-0.1	·	0.7	1.7	-0.9	·	-2.4
MmCpn inh	·	1%	·	4%	3%	1%	·	-3%

9	COC(=O)CCNC(=O)CCc1ccc(S(=O)(=O)N2CCCCCC2)cc1
10	Cc1ccc(Nc2nc(-c3c(C)nc4ccccn34)cs2)cc1
11	C/C(=N/NC(=O)CNC(=O)COc1cccc(C)c1)c1ccco1
12	COC(=O)C1CCN(C(=O)c2ccc(OC3CCN(Cc4ccccn4)CC3)cc2)CC1
13	O=[N+]([O-])c1ccc(CSC2=NCCN2)cc1
14	N#C/C(=C\c1ccc(O)c(O)c1)C(=O)NCCc1ccccc1
15	O=C(NCc1nnc(SCC(=O)N2CCN(c3ccccc3)CC2)o1)c1c(F)cccc1F
16	Cc1c(C)c2c(OCC(=O)NCC(C)C)cc3c(c2oc1=O)CCC(C)(C)O3
screen / no.	9	10	11	12	13	14	15	16
EPAC2 agonist	8%	1%	7%	-3%	-1%	1%	5%	-3%
EPAC2 antagonist	0%	10%	2%	13%	5%	21%	-5%	5%
Nrf2 activator	-0.4%	4.5%	9.9%	0.7%	5.8%	-0.5%	2.2%	0.0%
TGFb SMAD3 inh	8%	10µM*	-14%	15%	-30%	4%&30%	0%	-3%
Akt phos inh	i	i	i	i	i	i	i	i
Nrf2 inh	3%	?	-9%	?	5%	3%	2%	?
A549 tox	0%	?	4%	0%	-2%	0%	0%	0%
CCT modulator	-1.9	-3.3	-0.7	-5.4	-4.5	-2.9	0.3	-2.5
MmCpn inh	2%	-5%	1%	0%	-3%	-1%	2%	1%

17	COc1ccccc1N1CCN(S(=O)(=O)c2ccc(-c3cnc(C4CC4)o3)cc2)CC1
18	Cc1ccc(-c2csc(NCCn3c(-c4ccncc4)nc4cc(C(F)(F)F)ccc43)n2)cc1
19	COC(=O)C1=C(C)C(c2ccc(OC)cc2)NC(=O)N1 (configuration not stated)
20	Cn1nc(-c2ccccc2)c(-c2ccccc2)c(C(=O)Nc2ccc(S(N)(=O)=O)cc2)c1=O
21	O=C(CCS(=O)(=O)c1cccc2nsnc12)N1CCN(c2ccccc2F)CC1
22	O=C(CCn1ccc2cc(S(=O)(=O)N3CCCC3)ccc21)NCc1ccccc1
23	COc1ccc(NC(=O)c2ccccc2[N+](=O)[O-])cc1OC
24	COc1ccc(OCCCC(=O)Nc2cccc(S(=O)(=O)N3CCCCCC3)c2)cc1
screen / no.	17	18	19	20	21	22	23	24
EPAC2 agonist	27%	3%	3%	·	0%	2%	14%	11%
EPAC2 antagonist	-9%	-4%	3%	·	4%	5%	2%	-12%
Nrf2 activator	0.7%&4.1%	0.6%	1.8%	4.5%	-1.0%	-0.4%	0.4%	5.6%
TGFb SMAD3 inh	?	3%	20%	-1%	1%	?	-3%	?
Akt phos inh	i	i	i	·	i	i	i	i
Nrf2 inh	-4%	-6%	-15%	?	4%	-9%	9%	?
A549 tox	0%&-2%	0%	19%	2%	1%	6%	1%	-1%
CCT modulator	-0.2	-2.1	-5.6	·	0.4	1.8	-0.4	1.1
MmCpn inh	-1%	-1%	-1%	·	1%	-1%	0%	-13%

25	Nn1c(SCC(=O)N2CCOCC2)nnc1-c1ccccc1Cl
26	CCc1ccc(NC(=O)[C@H](C)NC(=O)C2CCN(C(=O)[C@@H](N)Cc3ccccc3)CC2)cc1
27	Cc1ccc(Sc2ncccc2O)cc1
28	CCN(CC)C(=O)c1cc(-c2ccc(Cl)cc2)on1
29	CCCOc1ccc(-c2nc(SCc3ccccc3)[nH]c(=O)c2C#N)cc1OC
30	Cc1cccc2cc(CN(Cc3ccco3)S(=O)(=O)c3ccc4c(c3)OCCO4)c(=O)[nH]c12
31	Cc1ccc2ncnc(NCCCN3CCOCC3)c2c1
32	Cc1ccc(C(=O)Nn2c(C)nc3ccccc3c2=O)cc1C
screen / no.	25	26	27	28	29	30	31	32
EPAC2 agonist	-1%	-4%	-3%	·	-14%	7%	10%	4%
EPAC2 antagonist	-3%	-13%	-3%	·	?	-7%	0%	-9%
Nrf2 activator	0.3%	3.3%	4.5%	3.7%	0.1%	2.4%	-0.3%	-0.8%
TGFb SMAD3 inh	1%	-1%	20%	-22%	-2%	8%	5%	10%
Akt phos inh	?	i	i	·	i	i	·	i
Nrf2 inh	9%	?	2%	22%	?	·	?	-11%
A549 tox	3%	-16%	-3%	6%	-14%	-8%	7%	-4%
CCT modulator	-0.9	0.3	3.2	·	-0.7	-4.8	-0.7	-0.4
MmCpn inh	0%	-1%	·	·	2%	0%	-1%	2%

Part of the list above, bar-delimited:
entry | canonical_smiles | EPAC2 agonist | EPAC2 antagonist | Nrf2 activator | TGFb SMAD3 inh | Akt phos inh | Nrf2 inh | A549 tox | CCT modulator | MmCpn inh
9 | COC(=O)CCNC(=O)CCc1ccc(S(=O)(=O)N2CCCCCC2)cc1 | 8% | 0% | -0.4% | 8% | i | 3% | 0% | -1.9 | 2%
10 | Cc1ccc(Nc2nc(-c3c(C)nc4ccccn34)cs2)cc1 | 1% | 10% | 4.5% | 10µM* | i | ? | ? | -3.3 | -5%
11 | C/C(=N/NC(=O)CNC(=O)COc1cccc(C)c1)c1ccco1 | 7% | 2% | 9.9% | -14% | i | -9% | 4% | -0.7 | 1%

(more compounds)
33	COc1ccc(-n2nc(C#N)c(Cl)cc2=O)cc1
34	Cc1cc(C)n(-c2ccc(C(=O)Nc3nc4ccccc4s3)cc2)n1
35	CC1CN(C(=O)c2ccc(NS(=O)(=O)c3ccc(C(C)(C)C)cc3)cc2)CC(C)O1 (configuration not stated)
36	C/C(=N\Nc1cccc([N+](=O)[O-])c1)c1cc(F)ccc1O
37	COc1ccc(NC2CCCN(C(=O)c3cccc(C(F)(F)F)c3)C2)cc1OC (configuration not stated)
38	COC(=O)C1CC(=O)N(c2ccc(C)cc2)C1 (configuration not stated)
39	CC1=C(c2ccc(C(C)C)cc2)S(=O)(=O)N=C1N1CCC(C(=O)NCCc2ccco2)CC1
40	Cc1cccc(Nc2nc(C)cc(C)n2)c1
screen / no.	33	34	35	36	37	38	39	40
EPAC2 agonist	8%	-5%	0%	2%	0%	7%	·	11%
EPAC2 antagonist	?	16%	-19%	4%	3%	4%	·	2%
Nrf2 activator	?	-0.5%	-0.3%	?	0.9%	0.0%	3.5%	3.4%
TGFb SMAD3 inh	16µM*	0%	-4%	?	8%	16%	-12%	13%
Akt phos inh	i	?	i	i	i	i	·	i
Nrf2 inh	?	?	-13%	-9%	0%	3%	-14%	6%
A549 tox	3%	-9%	0%	2%	-4%	-3%	4%	3%
CCT modulator	0.1	0.8	-0.8	1.1	-1.1	1.7	·	-2.1
MmCpn inh	1%	-5%	-2%	-2%	-4%	-1%	·	1%

41	CNCC(=O)N(CC(C)C)c1c(N)n(CC(C)C)c(=O)[nH]c1=O
42	COC(=O)CSc1nc2ccccc2nc1SCC(=O)OC
43	CCN1CCN(C(=O)C2c3cc(OC)c(OC)cc3C(=O)N3CCc4ccccc4C23)CC1 (configuration not stated)
44	Cc1cccc(OCC(=O)NCC(=O)N/N=C/c2cc(Br)ccc2OCc2ccccc2)c1
45	CCn1c(C)c(C(=O)O)c2cc(OC)c3ccccc3c21
46	COC(=O)c1cc(Br)c(=O)n(-c2ccccc2OC)c1
screen / no.	41	42	43	44	45	46
EPAC2 agonist	10%	3%	5%	-2%	2%	5%
EPAC2 antagonist	3%	3%	10%	-13%	-11%	3%
Nrf2 activator	0.2%	0.3%	0.9%	-0.2%	-0.4%	-0.8%
TGFb SMAD3 inh	0%	-3%	2%	5%	0%	0%
Akt phos inh	i	i	i	i	i	i
Nrf2 inh	1%	-16%	9%	1%	12%	6%
A549 tox	6%	0%	2%	-2%	-9%	-2%
CCT modulator	-0.5	1.8	1.9	0.6	-1.0	-2.5
MmCpn inh	2%	-9%	0%	2%	-1%	-5%

This is a subset; the hit share may differ from the screen's.
